# VP16 counter = VP16 counterscreen qHTS for inhibitors of ROR gamma transcriptional activity | Drosophila S2 Gal4-VP16 UAS-luciferase, luminescence, 20 h | Potency, µM (series often up to 53.6 µM), inactives show top-dose activity, negative = inhibition, usual class: inhibitors | hit rate 3.5% among 310,000 | AID 2546, 2010;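 further: Gal4-VP16 expression switched on by copper sulfate through the metallothionein promoter; potency means the concentration at half of the fitted maximal effect; on the % scale 0 is the no-effect control and ±100 the full control effect; nearly all actives have a fitted effect of over 50% in size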
# PKM2 activator = qHTS Assay for Activators of Human Muscle isoform 2 Pyruvate Kinase; purified PKM2, Kinase-Glo ATP luminescence, activation; response scale: 0% is enzyme alone, no compound; Potency, µM (series often up to 57.5 µM), for the others: top-dose activation, actives largely listed as activators; AID 1631, 2009; hit rate 0.34% among 260,000; Pyruvate kinase PKM (Homo sapiens), P14618; further: potency means the concentration at half of the fitted maximal effect; on the % scale 0 is the no-effect control and ±100 the full control effect; nearly all actives have a fitted effect of over 55% in size
# Target sequence (P14618 whole entry, looked up, canonical isoform): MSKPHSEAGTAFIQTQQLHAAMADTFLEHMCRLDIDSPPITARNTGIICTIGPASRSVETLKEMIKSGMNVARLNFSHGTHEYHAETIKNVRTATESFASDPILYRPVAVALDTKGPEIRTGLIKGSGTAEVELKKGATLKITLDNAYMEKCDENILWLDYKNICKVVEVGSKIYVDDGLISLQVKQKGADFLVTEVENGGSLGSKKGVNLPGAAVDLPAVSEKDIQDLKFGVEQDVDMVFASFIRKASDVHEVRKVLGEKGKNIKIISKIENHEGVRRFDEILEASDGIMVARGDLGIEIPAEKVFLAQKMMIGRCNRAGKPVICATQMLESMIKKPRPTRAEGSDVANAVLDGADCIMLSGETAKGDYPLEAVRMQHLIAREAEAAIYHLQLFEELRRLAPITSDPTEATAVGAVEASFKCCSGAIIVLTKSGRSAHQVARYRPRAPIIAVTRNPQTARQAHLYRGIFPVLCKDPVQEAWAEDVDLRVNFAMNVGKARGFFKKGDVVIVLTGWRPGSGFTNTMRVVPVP
#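 Purified hPK-M2 (>95% pure) converted ADP (0.1 mM final) to ATP with 0.5 mM PEP in 50 mM imidazole pH7.2, KCl, MgCl2, Tween 20, BSA; 1 h at room temperature. ATP detected by Kinase-Glo luminescence.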
# Rab9 prom act = qHTS Assay for Rab9 Promoter Activators | Huh7 Rab9 promoter-luciferase reporter, luminescence, 24 h | Potency, µM (series often up to 9.22 µM), for the others: at the highest dose activation, negative = inhibition, most hits filed as activators | hit rate 2.8% among 320,000 | AID 485297, 2010; further: potency means the concentration at half of the fitted maximal effect; % of control where 0% means no effect; nearly all actives have a fitted effect of over 60% in size
#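 Cell-based reporter: Huh7 stable for Rab9 promoter-driven luciferase, plated in reduced-serum medium with 10% FBS at 1500 cells/well, compound-treated 24 h at 37 °C, luminescence read after 10 min reagent.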
# NPC1 promoter act = qHTS Assay for NPC1 Promoter Activators | Huh7 NPC1 promoter luciferase reporter, 24 h | Potency, µM (highest dose often 9.22 µM), without a hit: at the highest dose activation, usual class: activators | hit rate 2.4% among 320,000;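 further: potency means the concentration at half of the fitted maximal effect; % of control where 0% means no effect; nearly all actives have a fitted effect of over 60% in size; reporter is driven by a mutant NPC1 promoter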
#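 Readout is luciferase luminescence, reflecting NPC1 promoter activation in stably transfected Huh7 cells after 24 h compound exposure at 37 °C in reduced-serum medium with 10% FBS.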
# ELG1 DNA repair = qHTS screen for small molecules that inhibit ELG1-dependent DNA repair in human embryonic kidney (HEK293T) cells expressing luciferase-tagged ELG1 | HEK293T ELG1-luciferase reporter, luminescence, 16 h; DNA damage induced by 5-fluorouridine | Potency, µM (doses to about 46.1 µM), for inactives: at the highest dose activity change, negative = inhibition, most hits filed as inhibitors | hit rate 2.3% among 330,000 | AID 504467, 2011; further: potency means the concentration at half of the fitted maximal effect; on the % scale 0 is the no-effect control and ±100 the full control effect; nearly all actives have a fitted effect of over 55% in size
#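 Overnight (16 hr) co-exposure of 2,000 cells/well to 5-fluorouridine and compound at 37 °C preceded detection. Luciferase was quantified via ONE-Glo luminescence; loss of signal denotes inhibition.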
# MBNL1-CUG inh = qHTS Assay for Inhibitors of MBNL1-poly(CUG) RNA binding | Potency, µM (highest dose often 57.5 µM), inactives show top-dose activity change, negative = inhibition, actives largely listed as inhibitors | Muscleblind-like protein 1 (Homo sapiens), Q9NR56 | TR-FRET MBNL1-His/biotin-(CUG)12 binding, 665/545 ratio | hit rate 0.036% among 280,000 | AID 2675, 2010; active means well fitted inhibition curve with a large enough effect in the signal ratio, with a control signal flat, not every such curve was filed as active; inconclusive means small, poorly fitted or top-dose-only effect, or effect the other way, or a change in a side signal; inactive means no such curve, though single readings can be large or run the other way; the % refers to the signal ratio; further: potency means the concentration at half of the fitted maximal effect; on the % scale 0 is the no-effect control and ±100 the full control effect
# Target sequence (Q9NR56 whole entry, looked up): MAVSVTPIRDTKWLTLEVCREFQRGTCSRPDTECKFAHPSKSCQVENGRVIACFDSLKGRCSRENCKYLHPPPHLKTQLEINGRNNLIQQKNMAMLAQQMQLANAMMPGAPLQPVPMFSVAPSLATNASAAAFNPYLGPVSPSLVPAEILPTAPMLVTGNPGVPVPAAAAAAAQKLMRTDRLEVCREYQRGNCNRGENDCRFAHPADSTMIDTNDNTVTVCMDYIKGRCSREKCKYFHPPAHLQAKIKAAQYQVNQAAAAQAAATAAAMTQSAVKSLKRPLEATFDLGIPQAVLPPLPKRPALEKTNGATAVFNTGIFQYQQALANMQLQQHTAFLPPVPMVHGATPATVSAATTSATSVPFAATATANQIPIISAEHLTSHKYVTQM
#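 Compounds (final 92 nM to 58 uM) are added to His-tagged MBNL1 and biotin-(CUG)12, then terbium anti-His antibody and streptavidin-XL665 (5 nM final). After 60 min at room temperature, the 665/545 nm ratio is read.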
# Menin MLL FP TR = qHTS Assay for Inhibitors Targeting the Menin-MLL Interaction in MLL Related Leukemias: Competition With Texas Red Labeled MLL-derived Mutant Peptide | hit rate 0.23% among 270,000 | Menin + Texas Red MLL mutant peptide, fluorescence polarization | O00255 | Potency, µM (series often up to 61.6 µM), for inactives: at the highest dose FP activity change, negative = inhibition, hits mostly inhibitors; active means well fitted inhibition curve with a large enough effect in the polarisation, with a control signal flat, not every such curve was filed as active; inconclusive means small, poorly fitted or top-dose-only effect, or effect the other way, or a change in a side signal; inactive means no such curve, though single readings can be large or run the other way; the % refers to the polarisation; further: potency means the concentration at half of the fitted maximal effect; % of control where 0% means no effect; many of its hits are not listed in these tables
# RORgamma inh = qHTS for inhibitors of ROR gamma transcriptional activity; Nuclear receptor ROR-gamma (Mus musculus), P51450; Drosophila S2 Gal4-RORgamma UAS-luciferase reporter, 20 h; Potency, µM (titrated, usually from 53.6 µM), inactives show top-dose activity change, negative = inhibition, actives largely listed as inhibitors; hit rate 5.4% among 310,000; AID 2551, 2010; further: potency means the concentration at half of the fitted maximal effect; on the % scale 0 is the no-effect control and ±100 the full control effect; nearly all actives have a fitted effect of over 60% in size
#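 Stably transfected Drosophila Schneider cells are the test system, with ROR gamma fused to Gal4 and luciferase under UAS control; luminescence is read after 20 hr of 700 uM copper sulfate induction at ambient temperature.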
# FLuc counter = qHTS profiling assay for firefly luciferase inhibitor/activator using purifed enzyme and Km concentrations of substrates (counterscreen for miR-21 project); purified FLuc, Km substrates, luminescence inhibition; Luciferin 4-monooxygenase (Photinus pyralis), P08659; Potency, µM (highest dose often 57.5 µM), for inactives: at the highest dose activity change, negative = inhibition, actives largely listed as inhibitors; hit rate 6.9% among 360,000;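 further: potency means the concentration at half of the fitted maximal effect; plate controls were vehicle for no effect and reference inhibitor for full effect; nearly all actives have a fitted effect of over 55% in size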
#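 Purified P. pyralis luciferase, 10 nM final, with Km-level 10 uM D-luciferin and 10 uM ATP in 50 mM Tris acetate pH 7.5, 10 mM Mg acetate, 0.01% Tween-20, 0.05% BSA; 6-point qHTS titration about 60 µM downward; luminescence read.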
# Mito fusion yeast = qHTS Assay for Small Molecule Inhibitors of Mitochondrial Division or Activators of Mitochondrial Fusion; S. cerevisiae fusion-defective mutant growth rescue, CellTiterGlo 48 h; Potency, µM (doses to about 46.1 µM), for the others: at the top dose growth rescue (activation), usual class: activators; hit rate 0.23% among 320,000; AID 485298, 2010;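 further: potency means the concentration at half of the fitted maximal effect; % of control where 0% means no effect; nearly all actives have a fitted effect of over 45% in size; temperature-sensitive fusion mutants such as fzo1-1 at 37 °C on non-fermentable ethanol glycerol medium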
#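 Temperature-sensitive fusion-defective S. cerevisiae (e.g. fzo1-1, mgm1-5) were grown with compound in YPEG medium (3% ethanol, 3% glycerol) for 48 hours at 37C. Growth rescue was measured as viability by CellTiterGlo luminescence after 10 minutes at ambient.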
# KCNH2 3.1 block = qHTS for Inhibitors of KCHN2 3.1: Mutant qHTS; U2OS KCNH2 3.1, thallium flux FluxOr; hits give low values; activity change, % (tested at about 1.8 µM); Potassium voltage-gated channel subfamily H member 2, brain isoform KCNH2 3.1 (human); hit rate 0.95% among 340,000;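 active means maximum activity change below -70%; inconclusive means maximum activity change from -70% to -50%; inactive means maximum activity change above -50%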;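 further: thallium influx rate constant from kinetic fluorescence after stimulation buffer; on the % scale 0 is the no-effect control and ±100 the full control effect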
#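 Kinetic fluorescence (2 min after stimulation buffer) measures Tl+ influx through KCNH2 3.1 expressed by viral transduction in U2OS cells; the rate constant is normalized against DMSO controls serving as positive and negative references.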
# Starred values were filed as active, the others as inactive; ? = inconclusive; . = no result given; [ ] = remark or other dose. Unless noted, the call rests on the fitted dose curve; in most records, active means well fitted curve in the direction sought with a large enough effect; inconclusive means small, poorly fitted or top-dose-only effect, or another doubt; inactive means no such curve, though single readings can be large; an effect the other way counts as inactive or inconclusive. These rows are one share of the data; the hit share may differ from the screen's.
SMILES,VP16 counter,PKM2 activator,Rab9 prom act,NPC1 promoter act,ELG1 DNA repair,MBNL1-CUG inh,Menin MLL FP TR,RORgamma inh,FLuc counter,Mito fusion yeast,KCNH2 3.1 block
CS(=O)(=O)c1ccc(-c2nnn(CC(=O)Nc3ccc4c(c3)OCCO4)n2)cc1,0.0%,0.8%,1.7%,-0.5%,?,2.6%,38.1%[activator],2.2%,-1.1%,-9.9%,-2.4
CCOc1cc(/C=N/O)ccc1OS(=O)(=O)c1ccc(C)cc1,?,24.6%,7.1%,-2.1%,-22.8%,0.6%,?,39.0%,-15.2%,8.3%,-12.7
CCCc1ccc(C2=Nn3c(nnc3C(C)C)SC2)cc1,-16.6%,-3.2%,2.7%,2.6%,-17.3%,0.0%,-27.6%,30.2%,?,10.2%,7.8
Cc1ccc(OCC(=O)NCCCNC(=O)c2cccnc2)cc1,15.9%,.,9.4%,-0.5%,?,-6.0%,5.6%,11.7%,0.4%,9.6%,-14.1
O=C(Nc1nnc(-c2ccccc2Cl)o1)c1ccco1,5.01µM*,-10.7%,-4.4%,20.0%,?,-7.2%,7.3%,2.82µM*,6.01µM*,12.6%,16.7
O=C1CSC(c2ccc([N+](=O)[O-])cc2)N1c1ccc(O)cc1 (stereo unspecified),-21.0%,.,-0.6%,1.7%,?,?,?,?,3.1%,-2.1%,13.8
COc1ccc(C(=O)C2CCCN(Cc3c(C)[nH]c4ccccc34)C2)c(OC)c1 (stereo unspecified),-8.4%,-1.8%,10.1%,-1.1%,-6.9%,-3.2%,-27.9%,-10.7%,0.4%,-0.7%,.
CN(c1ccccc1)c1nc(N)c([N+](=O)[O-])c(N2CCOCC2)n1,19.0%,0.7%,13.6%,2.8%,10.8%,.,.,19.2%,-8.1%,10.8%,12.2
COc1ccc(/C=C2/C(=O)N(c3ccccc3)N=C2C)cc1OC,-14.1%,4.2%,-2.1%,-3.7%,?,-6.3%,0.5%,-15.1%,6.01µM*,-4.8%,2.7
O=C(CSCc1ccc(Cl)cc1Cl)Nc1nccs1,0.9%,-1.3%,-0.2%,0.6%,?,12.9%,-16.4%,?,-20.0%,-2.4%,4.4
Cc1cccc(NC(=O)CCCNC(=O)c2ccc(Cl)cc2)n1,-13.2%,-7.6%,1.4%,-2.2%,5.9%,0.2%,.,-14.6%,2.3%,1.7%,.
O=C(Nc1ccc(OC(F)(F)F)cc1)c1cccc(-n2cnnn2)c1,.,.,-6.8%,-2.3%,-7.1%,.,.,.,0.1%,-1.2%,-7.1
O=C(CN1C(=O)NC2(CCCC2)C1=O)OCc1ccc(Cl)cc1Cl,.,.,2.0%,1.6%,-7.3%,.,.,.,-3.3%,8.8%,20.0
Cc1ccc(/C=C/C(=O)N2CCN(S(=O)(=O)/C=C/c3ccccc3)CC2)o1,11.5%,?,-2.5%,-7.6%,-22.8%,4.2%,.,?,-7.0%,-2.4%,-15.3
O=[N+]([O-])c1ccc2c(c1)nc1n2CCCCC1,1.5%,10.2%,2.4%,1.7%,?,?,8.2%,24.9%,-12.2%,24.3%,-6.7
O=C(c1ccc(NS(=O)(=O)c2cccs2)cc1)N1CCN(c2ccccc2Cl)CC1,7.7%,6.31µM*,6.3%,-10.5%,-13.2%,-5.1%,-21.5%,36.0%,-14.9%,12.3%,-0.1
CCCc1cc(=O)oc2c(CN3CCN(C)CC3)c(O)ccc12,-1.1%,.,-3.6%,1.7%,5.4%,4.4%,-4.9%,8.4%,1.5%,5.6%,-12.9
O=C(Nc1ccc(Cl)cc1)c1csc(Cc2ccccc2)n1,5.3%,-1.2%,?,22.3%,?,0.6%,13.3%,1.6%,5.36µM*,-0.2%,11.7
CCO[C@H]1OC(C(=O)NCc2ccccc2)=C[C@@H](C)[C@@H]1CCCO,-1.8%,0.3%,3.6%,-1.3%,1.2%,9.8%,-6.6%,-0.1%,2.6%,3.2%,4.1
Cc1cc(C(=O)N/N=C2/CC(C)CC(C)(C)C2)c(C)o1 (stereo unspecified),-6.0%,-7.8%,-4.7%,-3.1%,3.7%,1.2%,-6.8%,-14.0%,-9.0%,3.5%,-6.4
COc1cc(OC)cc(C(=O)N2CCN(C3CCCCC3)CC2)c1,-12.5%,?,-1.7%,-3.8%,0.7%,-6.5%,-2.2%,-4.1%,0.3%,-0.9%,0.3
CCOc1ccc(NC(=S)Nc2cccc3cnccc23)cc1,?,-0.2%,0.7%,5.1%,-18.0%,?,-4.7%,17.8µM*,-5.6%,-3.1%,2.9
Cc1ccc(S(=O)(=O)NCCC(=O)Nc2ncccc2O)cc1C,.,.,3.2%,-1.5%,10.5%,.,.,.,3.9%,-3.0%,-2.0
CCOCCCn1c(=S)[nH]c2cc(C(=O)NCC(OC)OC)ccc2c1=O,-2.3%[10 µM],0.2%,-6.0%,2.7%,26.5%,3.3%,-11.4%,10.1%,-5.0%,?,-2.6
Cc1nn(-c2ccccc2Cl)c(Cl)c1/C=C(\C#N)C(N)=O,-3.1%,-0.5%,-0.8%,-0.2%,-6.5%,12.7%,14.5%,?,-0.7%,-7.0%,.
COC(=O)CSc1nnc(SCc2ccccc2)s1,?,-0.5%,8.1%,1.5%,-5.3%,5.8%,-1.7%,-29.2%,19µM*,9.9%,3.3
COc1ccc(CCNC(=O)c2cccnc2)cc1OC,-6.9%,-4.0%,-2.0%,-1.2%,4.7%,0.4%,3.1%,-11.2%,1.8%,2.0%,.
N#C/C(=C\c1c[nH]c2ccccc12)C(=O)Nc1ncc(Cc2ccc(Cl)cc2Cl)s1,2.24µM*,-12.6%,-8.4%,-2.7%,?,-17.9%,?,1.41µM*,6.4%,7.4%,-4.1
CCCCn1c(SCC(=O)NCc2ccco2)nnc1-c1ccoc1C,15.5%,9.6%,-5.9%,-4.4%,1.7%,-5.8%,-21.3%,-27.1%,3.9%[2.3 µM],1.1%,-17.6
CC(=O)n1cc(/C=N/NC(=O)c2ccccc2Cl)c2ccccc21,1.3%,.,9.9%,11.1%,?,15.3%,27.5%,-13.5%,19µM*,-9.5%,-2.5
CC(C)(C)C(=O)Nc1ccc(/C=C/C(=O)c2ccco2)cc1,-9.8%,0.9%,0.447µM*,0.355µM*,?,-12.5%,12.9%,10µM*,0.426µM*,-10.6%,6.9
COc1ccc(NC(=O)CS(=O)CC(=O)Nc2ccc(OC)c(OC)c2)cc1 (stereo unspecified),-1.2%,-4.4%,1.4%,-0.6%,1.1%,-17.4%,3.5%[11.7 µM],-0.5%,-0.7%,0.4%,16.7
CCc1[nH]nc(C(=O)N2CCCC(C(=O)c3cccc(OC(C)C)c3)C2)c1C (stereo unspecified),0.0%,.,-1.5%,-19.5%,11.6%,?,.,?,1.1%,2.8%,2.7
O=C(NCC1CCCO1)C1CCN(C2CCN(Cc3ccco3)CC2)CC1 (stereo unspecified),-6.4%,1.3%,-2.4%,-5.8%,5.8%,-3.9%,-0.3%,-13.3%,-1.3%,1.0%,.
Cc1cnn(C(=O)c2cc(-c3ccccn3)nc3ccc(Cl)cc23)c1,0.1%,-5.3%,1.1%,-2.4%,10.9%,11.7%,?,-8.1%,-0.6%,-0.1%,-2.7
COn1c(-c2ccccc2)nc2c1CCc1c-2no[n+]1[O-],-2.1%,4.1%,1.8%,3.9%,21.8%,1.6%,-1.3%,-17.6%,-1.0%,-3.5%,6.4
